E coli Lon inh – E. coli protease La inhibition | P0A9M0 | purified E. coli Lon protease, fluorescence polarization | inhibition, % at 7.94 µM | 360,000 tested, 0.42% active | AID 602123; in the data active = inhibition above about 13%, passing the limit was not always enough;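 also: 0% = enzyme with probe and DMSO and 100% = no enzyme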
MT1-MMP act inh – blocks activation of human MT1-MMP | P50281 | HT1080 RFP-PRO-GFP cells, GFP/RFP ratio fluorescence, overnight; percent of plate control window, DMSO zero | GFP/RFP ratio change, % at 20 µM | 360,000 tested, 0.061% active | AID 651647;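 active = GFP/RFP ratio change of at least 30% with cell ATP level not reduced by more than half and red fluorescence within 50% of control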; also: strong numbers were not always called active
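Material: RFP-PRO-GFP reporter HT1080 cells. Dosing: single-point 20 µM compound, 1% DMSO. Controls: DMSO and RFP-L50D-GFP cell wells. Timing: cells overnight before dosing, compound overnight, 37 °C, 5% CO2. Measure: GFP/RFP fluorescence ratio.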
Rin1 Abl inh – human Rin1-Abl interaction inhibition | P00519+Q13671 | TR-FRET Rin1/Abl binding, biochemical | inhibition, % at 7.35 µM | 360,000 tested, 0.4% active | AID 588664; in the data active = inhibition above about 5%, passing the limit was not always enough
bovine MsrA act – bovine methionine sulfoxide reductase A activation. purified bovine MsrA, absorbance read-out. AID 602163. activation, % at 10.6 µM. 360,000 tested, 0.3% active; in the data active = activation above about 7.5%;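 also: 0% = vehicle and 100% = reference activator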
MsrA inh – bovine MsrA inhibition; purified bovine MsrA, absorbance read-out; inhibition, % at 15.5 µM; 360,000 tested, 0.75% active; AID 651718; in the data active = inhibition above about 4.5%;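 also: 0% = vehicle wells with enzyme and 100% = reference inhibitor wells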
Neddylation inh – blocks human cullin neddylation; TR-FRET cullin neddylation, biochemical; P61081+Q13564; 360,000 tested, 0.58% active; AID 651699; calls only at 25 µM; in the data active = inhibition above about 36%
NRP1-CendR mod – alters CendR peptide binding to human NRP-1 | FAM-RPARPAR peptide binding to NRP-1, fluorescence polarization | inhibition, % at 25 µM | 360,000 tested, 0.85% active;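 active = inhibition or corrected inhibition above about 18%, plus a signal ratio from 0.5 to 1.5, limit read from the data, passing the limit was not always enough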; also: strong numbers were not always called active
Target sequence (O14786 whole entry, looked up): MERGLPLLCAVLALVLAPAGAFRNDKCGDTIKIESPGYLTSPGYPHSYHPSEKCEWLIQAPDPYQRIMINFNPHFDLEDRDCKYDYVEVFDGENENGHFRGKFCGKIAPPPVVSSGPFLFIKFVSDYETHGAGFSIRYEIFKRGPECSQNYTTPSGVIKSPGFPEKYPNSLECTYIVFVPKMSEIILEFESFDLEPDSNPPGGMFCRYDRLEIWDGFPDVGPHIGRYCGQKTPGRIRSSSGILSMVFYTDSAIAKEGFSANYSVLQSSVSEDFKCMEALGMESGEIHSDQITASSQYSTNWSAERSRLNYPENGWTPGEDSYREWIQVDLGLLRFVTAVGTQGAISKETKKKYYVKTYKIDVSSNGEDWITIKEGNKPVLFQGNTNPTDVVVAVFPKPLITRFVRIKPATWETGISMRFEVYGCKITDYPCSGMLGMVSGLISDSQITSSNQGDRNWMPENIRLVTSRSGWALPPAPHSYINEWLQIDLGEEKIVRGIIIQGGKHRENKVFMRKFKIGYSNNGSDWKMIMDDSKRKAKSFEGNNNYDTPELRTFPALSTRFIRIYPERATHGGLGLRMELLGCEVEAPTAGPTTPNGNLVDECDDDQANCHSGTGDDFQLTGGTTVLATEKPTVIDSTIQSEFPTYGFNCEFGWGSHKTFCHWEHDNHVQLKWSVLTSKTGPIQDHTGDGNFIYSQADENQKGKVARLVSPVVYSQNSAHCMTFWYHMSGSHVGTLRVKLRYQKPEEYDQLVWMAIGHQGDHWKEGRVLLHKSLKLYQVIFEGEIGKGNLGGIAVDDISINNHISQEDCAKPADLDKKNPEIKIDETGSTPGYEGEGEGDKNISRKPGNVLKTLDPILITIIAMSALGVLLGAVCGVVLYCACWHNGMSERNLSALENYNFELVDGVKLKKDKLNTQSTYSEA
SKN-1 block – blocks SKN-1 activity in C. elegans; C. elegans VP596 Pgst-4::GFP/RFP ratio, acrylamide-induced, 24 h; inhibition, % at 21.8 µM; 360,000 tested, 0.49% active; AID 624304;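 active = interference check ratio from 0.5 to 1.5 plus GFP to RFP signal ratio inhibition reaching or exceeding a fixed threshold, cut at about 30% in these data, passing the limit was not always enough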; also: some compounds called inactive have numbers as strong as hits
FAS TE block – blocks the thioesterase domain of human fatty acid synthase; recombinant FAS-TE, OMFH fluorogenic substrate, fluorescence endpoint; inhibition, % at 15 µM; 360,000 tested, 0.67% active; AID 602261;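 active = compounds whose normalised, plate-corrected inhibition of enzyme fluorescence in the single-dose primary screen is 50% or more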;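 also: 0% = DMSO with enzyme and 100% = substrate without enzyme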
The depositor's hits bear a star; i = inactive; · = not tested or not shown.

SMILES | E coli Lon inh | MT1-MMP act inh | Rin1 Abl inh | bovine MsrA act | MsrA inh | Neddylation inh | NRP1-CendR mod | SKN-1 block | FAS TE block
CCCCCC(=O)Nc1cccc(C2=NOC3(C2)C[C@H](C(N)=O)N(C(=O)[C@H]2CCC(=O)N2)C3)c1 (stereo partly drawn) | 3 | -4 | 1 | -4 | 1.2 | i | 11 | 11 | -5
COc1ccc(NC(=O)N(C)C[C@H]2OCCCC[C@H](C)Oc3ccc(NS(=O)(=O)c4cn(C)cn4)cc3C(=O)N([C@H](C)CO)C[C@@H]2C)cc1 | -4 | -1 | -2 | -2 | -0.1 | i | -1 | -7 | -8
CC(C)(C)c1ccc(/C=N/OCC(=O)NCc2ccccc2)cc1 | -2 | 0 | 0 | -1 | 3.0 | i | -6 | 7 | 17
Nc1n[nH]c2cccc(Cl)c12 | 14 | -10 | 1 | -3 | -0.4 | i | 7 | -6 | -8
Oc1oc(C=Nc2ccc(F)cc2F)c2ccccc12 | -9 | -7 | -2 | -3 | 1.1 | i | -8 | 8 | -11
OC(Cc1ccncc1)(c1ccccc1)c1ccccc1 | 5 | 2 | 2 | 2 | -1.2 | i | 6 | 5 | -11
CC(CC(=O)Nc1ccc(S(=O)(=O)N2CCOCC2)cc1)c1ccccc1 (stereo not drawn) | 2 | 4 | -1 | -2 | -0.3 | i | -8 | -3 | 2
O=C(COC(=O)c1cc(F)cc(F)c1)Nc1cccnc1Cl | -6 | 0 | 0 | 9.1* | -0.9 | i | 10 | -1 | -3
Cc1ccc(NC(=O)CC2S/C(=N/N=C/c3ccco3)NC2=O)cc1Cl (stereo not drawn) | 3 | 4 | 1 | -2 | -0.1 | i | 1 | 2 | 0
CC(C)(C)n1nc2c(c1NC(=O)c1cccs1)CS(=O)C2 (stereo not drawn) | -12 | -14 | 0 | -1 | 2.0 | i | 15 | 9 | -14
CCCNC(=S)NCc1ccc(Cl)cc1 | 14 | 5 | -2 | -1 | -0.8 | i | -5 | -5 | -6
CCCCCC1C(C(=O)OCC)C(=O)NC1(C(=O)OCC)C(=O)OCC (stereo not drawn) | -4 | 2 | 4 | 0 | -0.7 | i | 7 | 33 | 0
COc1cccc(N(CC(=O)N/N=C(\C)c2cccs2)S(C)(=O)=O)c1 | -5 | 1 | 2 | 0 | -0.2 | i | 5 | 11 | -3
COc1cc(Cl)c(C)cc1NC(=O)COc1ccccc1[N+](=O)[O-] | 9 | 1 | -2 | 2 | -0.5 | i | 3 | 3 | -1
Cc1ncc([N+](=O)[O-])n1Cc1ccccc1 | -10 | 3 | 2 | -3 | 1.0 | i | 2 | 10 | -1
Cc1cc(N/N=C/c2ccccc2Br)nc2ccccc12 | -7 | 3 | 0 | -6 | -1.2 | i | -6 | 5 | -1
Cc1cc(C)nc(Sc2nc(Nc3ccccc3)nc(Sc3nc(C)cc(C)n3)n2)n1 | 3 | 2 | -2 | 0 | -0.2 | i | 0 | -3 | -6
CCOc1ccc(OCC)c(NC(=O)C2CCCN(S(=O)(=O)c3cnc[nH]3)C2)c1 (stereo not drawn) | 3 | -2 | -6 | -5 | 0.7 | i | -4 | 15 | -12
CCOC(=O)c1ccc(NS(C)(=O)=O)cc1 | 0 | 2 | 0 | 1 | -0.4 | i | 16 | 9 | -11
O=C(NCCc1ccccc1)C1CCCN(S(=O)(=O)c2cccs2)C1 (stereo not drawn) | -8 | 0 | 0 | 0 | 0.1 | i | -16 | -3 | 2
CCC(C)NC(=O)c1ccccc1NS(=O)(=O)c1ccc(OC)c(OC)c1 (stereo not drawn) | 3 | -1 | -3 | -4 | 0.4 | i | -18 | 2 | -9
COc1ccc(CCNC(=O)c2ccc3c(=O)n4c(nc3c2)CCC4)cc1OC | -8 | 2 | 0 | -2 | -0.3 | i | -12 | -15 | 1
C=CCn1c(=O)c(C(=O)NCc2ccc3c(c2)OCO3)c(O)c2cc(OC)c(OC)cc21 | -3 | 3 | -6 | -3 | -1.1 | i | 0 | 0 | -4
CCOC(=O)C1=C(C)Nc2ncnn2C1c1cccnc1 (stereo not drawn) | -1 | 0 | -4 | -3 | -0.1 | i | 1 | 1 | -8
CN(C)c1cc(-c2ccc(Br)cc2)oc(=O)c1Cl | -7 | -9 | -4 | -2 | 0.5 | i | -4 | 21 | 11
New compounds follow.
SMILES | E coli Lon inh | MT1-MMP act inh | Rin1 Abl inh | bovine MsrA act | MsrA inh | Neddylation inh | NRP1-CendR mod | SKN-1 block | FAS TE block
CCOC(=O)c1sc2nc(C)cc(-c3ccccc3)c2c1N | 5 | 0 | -3 | -5 | 1.3 | · | -5 | -8 | 17
Cc1ccc(-n2c(SCC(=O)N3CCOCC3)nnc2-c2cccnc2)cc1 | 4 | 1 | 6 | -10 | · | i | -1 | 8 | -8
CN(CC(=O)Nc1cccc(F)c1)C(=O)c1ccncc1 | -4 | 0 | 0 | -1 | 0.5 | i | 9 | 9 | -6
CC(=O)NC(CC(=O)OCC(=O)N1c2ccccc2NC(=O)C1(C)C)c1ccccc1 (stereo not drawn) | -5 | 1 | -1 | -1 | 0.1 | i | 2 | 12 | -6
COc1ccc(C(=O)N(c2c(C)cccc2C)C(COC(C)=O)COC(C)=O)cc1 | -2 | -3 | · | -7 | 1.4 | i | -1 | 7 | 1
COc1ccccc1-n1c(SCC(=O)N2CCOCC2)nc2ccccc2c1=O | -4 | 2 | -1 | -5 | 0.5 | i | 17 | -18 | -3
CCOC(=O)C(C)n1cnc2c(nnn2-c2ccccc2)c1=O (stereo not drawn) | 2 | 1 | 0 | -2 | · | i | -16 | 4 | -9
Cc1ccc(NCc2nnc(SCCN3CCCCC3)n2CC2CCCO2)c(C)c1 (stereo not drawn) | -5 | 3 | 3 | -10 | 0.5 | i | 14 | -7 | -5
Cc1ccccc1NC(=O)CCS(=O)(=O)c1ccc(Br)s1 | 2 | 4 | -1 | 1 | 0.0 | i | -3 | 13 | -1
CCOC(=O)C1(Cc2cccc(F)c2)CCN(C(=O)c2cnc(C)cn2)CC1 | -6 | -2 | -1 | -7 | -0.4 | i | 2 | -2 | -6
CCOC(=O)C1CCN(C(=O)CS(=O)(=O)Cc2nc(-c3ccccc3Cl)oc2C)CC1 | 5 | 3 | -2 | -1 | -0.1 | i | 3 | -4 | -4
CCOc1ccc(-n2cnnn2)cc1S(=O)(=O)N1CCCCC1 | -11 | 2 | 6 | 0 | -0.9 | i | 0 | 5 | -2
CC1CCc2sc(C(=O)NCC3CCCO3)cc2C1 (stereo not drawn) | -9 | -4 | -1 | -4 | -0.7 | i | -5 | -1 | -1
Cc1noc(C)c1S(=O)(=O)Nc1ccc2c(c1)C(=O)N([C@H](C)CO)C[C@H](C)[C@H](CN(C)C(=O)NC(C)C)OCCCC[C@@H](C)O2 | 2 | 0 | 1 | 1 | 0.6 | i | -9 | 2 | -8
CN(c1cccc(Cl)c1)S(=O)(=O)c1cccc(C(=O)Nc2nc3ccccc3[nH]2)c1 | -1 | -23 | -2 | -5 | 1.7 | i | -5 | -3 | 20
COC(=O)CCC(=O)Nc1cc(OC)c(OC)cc1Cc1nccc2cc(OC)c(OC)cc12 | -8 | 0 | 2 | -3 | -0.2 | i | -6 | -5 | -4
COc1cc(Cl)c(C)cc1NC(=O)CN1C(=O)C2CC=CCC2C1=O (stereo not drawn) | -1 | 0 | 1 | -9 | -0.8 | i | -4 | -14 | 3
Cc1ccccc1C(=O)NNC(=O)c1ccncc1 | -6 | -3 | 5 | -3 | -0.3 | i | 6 | 3 | -4
COc1ccccc1/C=N/NC(=O)c1nnn(-c2nonc2N)c1-c1ccccc1 | 1 | -2 | -4 | -4 | 3.7 | i | 9 | 6 | -3
COc1ccccc1C(=O)NC(CCSC)C(=O)NCC(c1cccs1)N1CCOCC1 (stereo not drawn) | -16 | -3 | -2 | -1 | 0.0 | i | 1 | 15 | -3
CCCCN1C(=O)N(C)C2C1N(C)C(=O)N2CCCC (stereo not drawn) | -3 | 3 | 4 | -3 | 0.7 | i | 12 | -2 | -11
CCOCc1nnc(NC(=O)c2cc(OC)c(OC)c(OC)c2)s1 | -10 | 0 | 0 | -10 | 2.2 | i | 5 | 3 | -4
CCOC(=O)c1ccc(S(=O)(=O)N2CCC(C(=O)O)CC2)cc1 | -1 | -1 | -3 | -2 | 0.3 | i | -17 | -3 | -6
COc1ccc(-c2noc(CN(Cc3nccn3C)C(C)C)n2)cc1 | -5 | -5 | 3 | -3 | -0.3 | i | -10 | 8 | -8
COC(=O)c1ccc(C(=O)OC)c(NC(=O)N2c3ccccc3Sc3ccccc32)c1 | 3 | -10 | 0 | -5 | 0.3 | i | -11 | 4 | 30

A different layout for 8 compounds above.
smiles	E coli Lon inh	MT1-MMP act inh	Rin1 Abl inh	bovine MsrA act	MsrA inh	Neddylation inh	NRP1-CendR mod	SKN-1 block	FAS TE block
Cc1ccccc1C(=O)NNC(=O)c1ccncc1	-6	-3	5	-3	-0.3	i	6	3	-4
COc1ccccc1/C=N/NC(=O)c1nnn(-c2nonc2N)c1-c1ccccc1	1	-2	-4	-4	3.7	i	9	6	-3
COc1ccccc1C(=O)NC(CCSC)C(=O)NCC(c1cccs1)N1CCOCC1 (stereo not drawn)	-16	-3	-2	-1	0.0	i	1	15	-3
CCCCN1C(=O)N(C)C2C1N(C)C(=O)N2CCCC (stereo not drawn)	-3	3	4	-3	0.7	i	12	-2	-11
CCOCc1nnc(NC(=O)c2cc(OC)c(OC)c(OC)c2)s1	-10	0	0	-10	2.2	i	5	3	-4
CCOC(=O)c1ccc(S(=O)(=O)N2CCC(C(=O)O)CC2)cc1	-1	-1	-3	-2	0.3	i	-17	-3	-6
COc1ccc(-c2noc(CN(Cc3nccn3C)C(C)C)n2)cc1	-5	-5	3	-3	-0.3	i	-10	8	-8
COC(=O)c1ccc(C(=O)OC)c(NC(=O)N2c3ccccc3Sc3ccccc32)c1	3	-10	0	-5	0.3	i	-11	4	30

Next section.
SMILES | E coli Lon inh | MT1-MMP act inh | Rin1 Abl inh | bovine MsrA act | MsrA inh | Neddylation inh | NRP1-CendR mod | SKN-1 block | FAS TE block
O=C(NCc1ccccc1Cl)C(=O)c1cn(CC(=O)N2CCOCC2)c2ccccc12 | -6 | · | 2 | -16 | 0.9 | i | 1 | -18 | 8
CN(Cc1ccccc1)C(=O)c1ccc(NC(=O)Cc2ccc(NC(=O)C3CCN(C(=O)C4CCCC4)CC3)cc2)cc1 | -2 | -4 | 14* | 4 | 1.4 | i | -4 | -16 | -4
Cc1[nH]c2ccccc2c1CN1CCC(Cc2ccccc2)CC1 | -10 | -8 | -7 | -9 | -0.1 | i | 5 | -13 | -2
CNC(=S)N(Cc1ccc2c(c1)OCO2)C1CC(=O)N(c2ccc(F)cc2)C1=O (stereo not drawn) | 14 | 1 | -2 | -10 | 0.6 | i | 0 | -2 | 19
Cc1ccc(NS(=O)(=O)c2cc([N+](=O)[O-])ccc2NNC(=S)Nc2cccc(Cl)c2)c(C)c1 | -13 | 3 | 0 | -6 | · | i | -132 | 5 | 52*
COc1ccc(S(=O)(=O)N2CCOC2CNC(=O)C(=O)NCc2ccccn2)cc1C (stereo not drawn) | 2 | 0 | -2 | -3 | -0.1 | i | 2 | 2 | 0
Cc1ccccc1OCC(=O)Nc1ccccc1C(=O)NC1CC1 | 6 | -6 | -1 | -2 | -0.8 | i | -11 | 18 | 2
Cc1ccccc1N(C(=O)c1snc(C(N)=O)c1N)C(C)C(=O)NC1CCCCC1 (stereo not drawn) | -12 | 4 | 0 | -1 | -0.3 | · | 2 | -5 | 6
CN(C(=O)c1ccc2ccccc2c1)c1ccccn1 | 2 | -1 | 1 | -8 | 0.6 | i | -1 | 7 | -2

Screens as filed in PubChem.
